# CAL PDZ FP-1 = blocks peptide binding to human CAL PDZ domain; inhibition, % at 20 µM; Q9HD26; AID 504414; 330,000 tested, 0.02% active; purified CAL PDZ, TMR-peptide fluorescence polarization, 1 h;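 active = highest replicate inhibition of at least 40%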;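 note: plate controls were DMSO neutral control wells for no effect and unlabeled competitor peptide control wells for full effect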
#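 Material: tagged CAL PDZ domain; buffer or medium: 25 mM sodium phosphate pH 7.4, 150 mM NaCl, TCEP, IgG, Thesit; compound dosing: single point, 20 µM; schedule: 1 h incubation at room temperature before polarization reading; measured by: FP readout, S and P plane fluorescence; read-out basis: percent inhibition from loss of millipolarization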
# LANA DNA inh = KSHV C-LANA DNA binding inhibition. MBP-C-LANA/FAM-LBS DNA binding, fluorescence polarization. AID 504423. inhibition, % at 9 µM. 340,000 tested, 0.078% active;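 active = highest replicate inhibition at or above 60% at 9 µM, even if other replicates fall short; inactive = all replicates below 60% inhibition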;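 note: 0% = neutral control wells and 100% = 4 µM acridine orange control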
# DSG3 Ab inh = inhibitors of pemphigus antibody binding to human desmoglein-3; binding (percent of control), % at 10 µM; P32926; DSG3-coupled beads, scFv-anti-DSG3-GFP binding, flow cytometry; active compounds read low; 310,000 tested, 0.48% active;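 active = binding more than 3 SD below its plate's average and above zero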;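 note: hits lower antibody fragment binding to DSG3; some compounds called inactive have numbers as strong as hits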
# CAL PDZ FP-2 = inhibitors of human CAL PDZ peptide binding | Q9HD26 | purified CAL PDZ, TMR-peptide fluorescence polarization, 1 h | inhibition, % at 24.9 µM | 300,000 tested, 0.92% active | AID 602252;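 active = mean inhibition of at least 30% with at least half of replicates also reaching 30%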;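 note: 0% = DMSO neutral control and 100% = excess unlabeled competitor peptide PRC23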
# DAGLB inh = blocks human DAGLB lipase activity | Q8NCG7 | HEK293T DAGLB membrane lysate, EnzChek fluorogenic substrate | inhibition, % at 5.17 µM | 340,000 tested, 0.059% active | AID 504411; in the data active = inhibition above about 34%;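 note: 0% = enzyme with vehicle and 100% = wells lacking enzyme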
# V-ATPase pH = yeast V-ATPase proton transport regulation by pHLuorin | response, % at 10 µM | 350,000 tested, 0.37% active | S. cerevisiae, pHLuorin cytosolic pH fluorescence | AID 504577; in the data active = response mostly above about 7.3%, no sharp cut-off; inactive = mostly below about 5.4%; note: actives read high; inactives centre near 0; some compounds called inactive have numbers as strong as hits; reference of the scale not given here
# Keap1-Nrf2 PPI = inhibitors of human Keap1-Nrf2 protein-protein interaction. Q14145. 340,000 tested, 0.15% active. Keap1 Kelch-Nrf2 peptide fluorescence polarization, 1536-well. inhibition, % at 9.4 µM; in the data active = inhibition above about 12%;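 note: human Keap1 Kelch domain with fluorescein labeled Nrf2 9mer peptide probe; 0% = neutral control wells and 100% = peptide positive control; higher means more block of Keap1 binding to Nrf2 peptide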
# Target sequence (Q14145 whole entry, looked up, the tested form may be a part): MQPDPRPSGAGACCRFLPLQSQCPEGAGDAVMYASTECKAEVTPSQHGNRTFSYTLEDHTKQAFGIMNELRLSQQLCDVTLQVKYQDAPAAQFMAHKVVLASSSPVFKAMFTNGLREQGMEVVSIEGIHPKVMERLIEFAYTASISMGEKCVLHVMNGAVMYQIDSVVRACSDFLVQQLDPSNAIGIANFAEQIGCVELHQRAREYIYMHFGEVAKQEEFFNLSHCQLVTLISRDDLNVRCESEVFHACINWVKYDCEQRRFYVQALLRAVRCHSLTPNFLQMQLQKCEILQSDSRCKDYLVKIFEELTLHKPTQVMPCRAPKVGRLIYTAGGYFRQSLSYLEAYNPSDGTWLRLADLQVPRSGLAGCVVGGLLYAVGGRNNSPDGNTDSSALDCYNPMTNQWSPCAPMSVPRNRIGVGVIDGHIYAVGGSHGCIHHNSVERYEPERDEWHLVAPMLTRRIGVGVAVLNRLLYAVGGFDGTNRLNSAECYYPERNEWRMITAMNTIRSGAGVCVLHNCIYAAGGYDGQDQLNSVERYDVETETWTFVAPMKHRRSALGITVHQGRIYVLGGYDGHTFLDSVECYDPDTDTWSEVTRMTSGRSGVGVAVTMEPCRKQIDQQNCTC
# Arrestin-AP2 inh = human beta-arrestin and AP2 interaction inhibition; FITC-arrestin peptide / GST-AP2 beads, flow cytometry; AP2 beta2 appendage carries R879A mutation; inhibition, % at 10 µM; 340,000 tested, 0.31% active;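 active = inhibition above a set limit, near 3 SD of compounds lacking own fluorescence, cut at about 54% in these data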;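 note: plate controls were DMSO wells for no effect and 5 µM unlabelled arrestin peptide for full effect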
#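 Measured by: flow cytometry, FL1 (488/535 nm); Material: AP2 appendage R879A on GSH beads; Evaluation: percent response; Timing: pre-incubation 12 min, peptide binding 1 h, room temperature; Also added: 50 nM FITC-arrestin peptide; Medium: PBS with 0.05% Tween 20 and 0.1% BSA.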
# NSD2 inh = inhibitors of human histone methyltransferase NSD2; O96028; NSD2 peptide methylation, AlphaScreen, 120 min; inhibition, % at 12.5 µM; 310,000 tested, 0.54% active; in the data active = inhibition above about 50%
# RTF Ca sens inh = cardiac RTF calcium desensitization | AID 493244 | IANBD-labeled cardiac RTF, Ca2+ fluorescence | inhibition, % at 7.15 µM | 340,000 tested, 0.12% active | P19429+P45379;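 active = inhibition above the mean inhibition of all tested compounds plus 3 SD, cut at about 17% in these data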;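 note: assay run at fixed EC70 calcium of 1.6 mM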
# Numbers without * were called inactive; x = not tested or not shown. These rows are one share of the data, so the mix of outcomes need not match the whole.
molecule	CAL PDZ FP-1	LANA DNA inh	DSG3 Ab inh	CAL PDZ FP-2	DAGLB inh	V-ATPase pH	Keap1-Nrf2 PPI	Arrestin-AP2 inh	NSD2 inh	RTF Ca sens inh
COc1ccc(CN(CCC#N)CCC2(c3ccccc3)CC(C)N(C)CC2C)cc1OC (stereo not given)	0.9	0.0	100	4	-4	-3	-3	25	-3	-2
N#Cc1ccc(CN2CCN(C(=O)c3cc(Cl)c4c(c3)OCCO4)CC2)cc1	0.3	0.7	x	-12	-1	1	0	-6	-2	-8
NC(=O)c1ccc(NC(=O)COC(=O)C2CCN(S(=O)(=O)c3cccs3)CC2)cc1	-0.2	0.9	90	130*	-1	-2	-5	-3	30	-7
Cc1cc(C)c(-c2cc(NC(=O)COC(=O)c3ccc(CO)cc3)n(-c3ccccc3)n2)cc1C	-0.5	-0.7	102	1	-2	0	-3	1	-2	-1
Cc1cccc(NC(=O)COC(=O)C2C3CC4OC(=O)C2C4C3)c1C (stereo not given)	-1.2	0.5	57*	x	0	-2	-6	11	-2	6
COC(=O)c1c(NC(=O)CN2CCN(C(=O)c3ccco3)CC2)c2c(C)cccc2n1C	-0.8	0.0	x	x	-2	0	-5	-12	-1	-14
Cc1occc1-c1nnc(SCC(=O)Nc2ccccc2)n1CCc1ccccc1	-2.1	1.1	108	0	-4	0	-3	4	-6	-5
NC(=O)c1ccccc1NC(=O)/C=C/c1cccc(Cl)c1	-2.1	0.9	102	-1	0	-4	-8	-1	1	0
COc1cc(/C=C(\NC(=O)c2ccccc2)C(=O)NCCO)c([N+](=O)[O-])cc1OC	-3.1	-1.8	126	-4	-1	6	0	-2	-1	-2
Cc1cc(C2C(=O)C(C(=O)c3ccc(Cl)cc3)C(=O)CC2(C)C)on1 (stereo not given)	-0.6	-1.6	104	2	-1	2	-2	1	1	-12
CC(C)OC(=O)Nc1ccc2c(c1)N(C(=O)N1CCN(C)CC1)c1ccccc1CC2	-2.0	0.5	93	-2	2	1	-5	-9	3	3
CCCS(=O)(=O)c1nc(S(=O)(=O)c2ccc(C)cc2)c(N2CCc3ccccc3C2)s1	-1.1	-3.2	x	-3	-11	-4	2	7	-2	7
S=c1[nH]cc(-c2ccc(Cl)cc2)n1-c1ccccc1	-1.1	-1.1	103	-2	1	-1	-1	1	0	7
Cc1cccc(S(=O)(=O)N2CCN(Cc3ccc4c(c3)OCO4)CC2)c1	-1.6	-0.5	100	-6	-7	5	-3	-4	2	-23
CCCc1ccc(OCC(O)CN2CCc3ccccc3C2)cc1 (stereo not given)	-0.8	-0.8	103	-1	-4	-2	-3	0	-5	-5
Cc1ccc(NC(=S)N2CCN(S(=O)(=O)c3ccc(F)cc3)CC2)cc1	-2.6	0.4	105	-4	-3	1	-3	12	-1	-11
CC1CCCC(C)N1S(=O)(=O)c1ccc(NC(=O)CCN2C(=O)C3CC=CCC3C2=O)cc1 (stereo not given)	-1.2	0.4	99	-4	1	-2	1	-6	-1	3
Cc1ccc(C(=O)N2CCCC(N3CCN(c4ccccc4C)CC3)C2)c(=O)[nH]1 (stereo not given)	-2.1	0.7	102	-2	-2	1	-1	-3	1	-6
Cc1ccccc1C(=O)NCCCNC(=O)c1ccccn1	-1.4	-0.4	110	-2	-1	3	-5	-2	0	-29
O=C(COc1ccc2c3c(c(=O)oc2c1)CCCC3)N1CCN(c2ccccc2)CC1	-2.6	-0.3	105	-6	-1	-2	-4	-8	-1	0
CCOc1ccc(CCN2C(=O)c3cccnc3C2=O)cc1OCC	-1.5	-0.5	95	1	1	0	-4	-7	-2	-6
O=C(CN1C(=O)/C(=C/c2cccc(Cl)c2)SC1=S)NC1C=CS(=O)(=O)C1 (stereo not given)	1.0	0.2	x	4	2	-2	-1	12	-1	0
Cc1ccc(NC(=O)Cn2cc(S(=O)(=O)c3ccc(F)cc3)c(=O)c3cc(F)ccc32)cc1	-0.5	-0.4	102	x	-3	-2	2	20	x	3
COc1ccc(C2=C(Nc3ccc(C)cc3)c3ccccc3C2=O)cc1	-2.6	0.5	122	-4	22	-4	-6	-21	2	-6

# Structures listed so far that bear a hit mark in DSG3 Ab inh.
compound	CAL PDZ FP-1	LANA DNA inh	DSG3 Ab inh	CAL PDZ FP-2	DAGLB inh	V-ATPase pH	Keap1-Nrf2 PPI	Arrestin-AP2 inh	NSD2 inh
Cc1cccc(NC(=O)COC(=O)C2C3CC4OC(=O)C2C4C3)c1C (stereo not given)	-1.2	0.5	57*	x	0	-2	-6	11	-2

# (continued)
molecule	CAL PDZ FP-1	LANA DNA inh	DSG3 Ab inh	CAL PDZ FP-2	DAGLB inh	V-ATPase pH	Keap1-Nrf2 PPI	Arrestin-AP2 inh	NSD2 inh	RTF Ca sens inh
COCCNc1nc2nonc2nc1N(C)Cc1ccc(C)cc1	-3.1	2.3	89	-5	-2	-1	-1	-12	1	4
O=S(=O)(NCC(c1cccnc1)N1CCN(c2ccccc2)CC1)c1cc(F)ccc1F (stereo not given)	-1.1	-0.3	108	2	3	0	-5	-12	4	-6
Cc1csc(-c2cnn(-c3ccccc3)c2NC(=O)c2cccc(F)c2)n1	-0.8	0.1	113	-5	1	10	1	12	0	9
CC(=O)c1ccc(NC(=O)CN2C(=O)/C(=C/C(C)=C/c3ccccc3)SC2=S)cc1	-0.9	-0.4	98	2	-3	2	4	3	-4	3
O=S(=O)(c1cccc(C(F)(F)F)c1)N1c2ccccc2-n2cccc2C1c1cccnc1 (stereo not given)	x	x	100	x	-4	-2	x	x	-1	x
Cn1ccnc1SCc1cc(=O)[nH]c2ccccc12	-2.5	-0.8	93	-1	3	0	0	-6	1	-8
O=C(CCN1C(=O)/C(=C/c2cccs2)SC1=S)N1CCCCC1	-0.7	5.5	75	85*	-5	-4	0	3	10	-12
O=C(CSc1nnc(SCc2ccc(Cl)cc2)s1)N/N=C/c1c[nH]c2ccccc12	0.5	0.5	97	-4	4	2	1	-1	0	6
O=S(=O)(c1ccc(F)cc1)N1CCN(c2nc(-c3ccc(F)cc3)cs2)CC1	-1.8	0.6	96	-3	-2	-1	-2	5	-1	14
Cc1ccc(CN2CC(C(=O)Nc3ccc(F)c([N+](=O)[O-])c3)CC2=O)cc1 (stereo not given)	-2.3	-1.1	104	-5	0	-2	0	35	2	-14
CCCNC(=O)COc1ccccc1[N+](=O)[O-]	1.2	1.0	99	-1	-2	2	-2	-2	-2	-26
CCOc1cc(-c2ccc(N)c(OCC)c2)ccc1N	-3.0	0.8	x	-2	3	8	1	12	5	-22

# Sorted by value in DAGLB inh (high to low): some entries from above.
Structure	CAL PDZ FP-1	LANA DNA inh	DSG3 Ab inh	CAL PDZ FP-2	DAGLB inh	V-ATPase pH	Keap1-Nrf2 PPI	Arrestin-AP2 inh	NSD2 inh
O=C(CSc1nnc(SCc2ccc(Cl)cc2)s1)N/N=C/c1c[nH]c2ccccc12	0.5	0.5	97	-4	4	2	1	-1	0
Cc1csc(-c2cnn(-c3ccccc3)c2NC(=O)c2cccc(F)c2)n1	-0.8	0.1	113	-5	1	10	1	12	0
Cc1ccc(CN2CC(C(=O)Nc3ccc(F)c([N+](=O)[O-])c3)CC2=O)cc1 (stereo not given)	-2.3	-1.1	104	-5	0	-2	0	35	2

# Following part.
molecule	CAL PDZ FP-1	LANA DNA inh	DSG3 Ab inh	CAL PDZ FP-2	DAGLB inh	V-ATPase pH	Keap1-Nrf2 PPI	Arrestin-AP2 inh	NSD2 inh	RTF Ca sens inh
COc1nc(OC)nc(N2CCC(C(=O)NCc3cccs3)CC2)n1	-0.1	-0.2	95	1	1	-1	-7	3	3	6
Cc1ccc(C2(C)NC(=O)N(CC(=O)Nc3cc(S(=O)(=O)N(C)C)ccc3C)C2=O)cc1 (stereo not given)	-2.9	-0.4	x	-2	-2	6	-5	-5	-2	-3
O=C(COC(=O)CCN1C(=O)/C(=C\C=C\c2ccccc2)SC1=S)Nc1cc(F)ccc1F	x	-1.7	91	0	0	1	-1	-3	1	-9
O=[N+]([O-])c1ccc2nc(CCCc3nc4ccc([N+](=O)[O-])cc4[nH]3)[nH]c2c1	-2.0	-1.6	98	-5	2	2	0	17	-2	0
CCOC(=O)C(=CNc1nc2ccc(C(=O)OCC)cc2s1)C(=O)OCC	x	x	115	x	x	-1	x	5	-3	x
C/C=C(\C)CN1CCC(Oc2cc(C(=O)NC3CC3)ccc2OC)CC1	-1.1	0.9	101	-3	0	-1	-3	-4	-2	4
CSc1ncccc1C(=O)N1CCN(C(=O)c2ccccc2)CC1	-0.6	-1.6	102	-1	-3	3	-1	-5	-7	-12
CCN(CC)c1ccc(NC(=O)c2cnc3ccccn3c2=O)c(C)c1	0.3	-0.5	99	0	3	0	-1	14	10	-6
O=C1CCN(CCCc2ccccc2)CCN1[C@H](CO)Cc1ccccc1	-0.3	-0.9	102	-2	3	-2	1	-3	x	-2
CCCCC[n+]1ccn(-c2nc3ccccc3nc2[N-]S(=O)(=O)c2ccc(C)cc2)c1	-1.3	3.5	100	-2	3	0	2	18	-4	-9
COc1ccc(S(=O)(=O)N(C)C[C@H]2Oc3ccc(NC(=O)CCC(F)(F)F)cc3C(=O)N([C@H](C)CO)C[C@@H]2C)cc1	-0.3	0.9	100	-9	-2	-1	-2	13	x	-2
O=C(NNS(=O)(=O)c1ccccc1)c1csc(-c2cccnc2)n1	0.8	0.5	108	2	3	-71	-3	13	4	2
CCOC(=O)c1[nH]c2ccc(OC)cc2c1NC(=O)c1cccc(OC)c1	x	0.9	93	-6	1	2	-2	17	-2	1
COC(=O)c1ccc(C23CC4(C2)[C@H](CN(Cc2cccnc2)[C@@H]4c2ccccc2)C3c2ccccc2)cc1 (stereo not given in full)	-1.2	-2.3	96	-2	-12	4	-11	-4	x	1

# Reprinted at random: 7 entries already listed
molecule	CAL PDZ FP-1	LANA DNA inh	DSG3 Ab inh	CAL PDZ FP-2	DAGLB inh	V-ATPase pH	Keap1-Nrf2 PPI	Arrestin-AP2 inh	NSD2 inh	RTF Ca sens inh
CCOC(=O)C(=CNc1nc2ccc(C(=O)OCC)cc2s1)C(=O)OCC	x	x	115	x	x	-1	x	5	-3	x
COc1ccc(S(=O)(=O)N(C)C[C@H]2Oc3ccc(NC(=O)CCC(F)(F)F)cc3C(=O)N([C@H](C)CO)C[C@@H]2C)cc1	-0.3	0.9	100	-9	-2	-1	-2	13	x	-2
CCN(CC)c1ccc(NC(=O)c2cnc3ccccn3c2=O)c(C)c1	0.3	-0.5	99	0	3	0	-1	14	10	-6
O=[N+]([O-])c1ccc2nc(CCCc3nc4ccc([N+](=O)[O-])cc4[nH]3)[nH]c2c1	-2.0	-1.6	98	-5	2	2	0	17	-2	0
O=C1CCN(CCCc2ccccc2)CCN1[C@H](CO)Cc1ccccc1	-0.3	-0.9	102	-2	3	-2	1	-3	x	-2
C/C=C(\C)CN1CCC(Oc2cc(C(=O)NC3CC3)ccc2OC)CC1	-1.1	0.9	101	-3	0	-1	-3	-4	-2	4
COC(=O)c1ccc(C23CC4(C2)[C@H](CN(Cc2cccnc2)[C@@H]4c2ccccc2)C3c2ccccc2)cc1 (stereo not given in full)	-1.2	-2.3	96	-2	-12	4	-11	-4	x	1

# High-throughput results from PubChem BioAssay.
